# RGS4 inh – RGS4 inhibitors, primary screen, cell-based, HEK293 M3R inducible RGS4, calcium flux; Regulator of G-protein signaling 4 (Homo sapiens), P49798; Fluo-4 calcium flux; active compounds read high; triggered by carbachol at its EC20; B-score at 10 µM; hit rate 0.45% among 310,000; AID 463165, 2010;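 active = B-score, a plate-corrected calcium signal, over three deviations above library mean, with baseline fluorescence within five deviations of library mean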;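 also: RGS4 expression induced by doxycycline in cells with stable M3 receptor; B-score is computed from the integrated fluorescence ratio over baseline after carbachol; higher B-score means a larger calcium signal and so more RGS4 inhibition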
# RGS4 act – RGS4 potentiators or activators, primary screen, cell-based, HEK293 M3R inducible RGS4, calcium flux; B-score at 10 µM; carbachol calcium flux Fluo4; active compounds read low; hit rate 0.92% among 310,000;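 active = B-score of the integrated calcium signal more than 4 SD below the library mean, with starting fluorescence not abnormally high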;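 also: negative B-score means reduced calcium response which marks RGS4 activation or potentiation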
#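 System – HEK293 FlpIn-TREx cells, stable M3R, doxycycline-inducible RGS4 · Reagent – ECmax carbachol challenge · Times – compound preincubation 20 min at room temperature before agonist · Technique – Fluo4 fluorescence kinetic imaging of calcium · Measure – B score of integrated Fluo4 ratio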
# hERG rescue – hERG rescue from dofetilide block, primary screen, cell-based, CHO-hERG, FluxOR thallium flux, dofetilide IC70; Voltage-gated inwardly rectifying potassium channel KCNH2 (Homo sapiens), Q12809; dofetilide IC70 present; activation (rescue from dofetilide block), less the hit threshold, % at 10 µM; hit rate 0.51% among 310,000; AID 1511, 2009;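 active = activation above the mean of controls blocked by dofetilide plus 5 SD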;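 also: thallium influx through hERG after potassium depolarization seen as dye fluorescence rise; in these data hits start at about 4.7%; inactives centre near -7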
# Target sequence (Q12809 whole entry, looked up): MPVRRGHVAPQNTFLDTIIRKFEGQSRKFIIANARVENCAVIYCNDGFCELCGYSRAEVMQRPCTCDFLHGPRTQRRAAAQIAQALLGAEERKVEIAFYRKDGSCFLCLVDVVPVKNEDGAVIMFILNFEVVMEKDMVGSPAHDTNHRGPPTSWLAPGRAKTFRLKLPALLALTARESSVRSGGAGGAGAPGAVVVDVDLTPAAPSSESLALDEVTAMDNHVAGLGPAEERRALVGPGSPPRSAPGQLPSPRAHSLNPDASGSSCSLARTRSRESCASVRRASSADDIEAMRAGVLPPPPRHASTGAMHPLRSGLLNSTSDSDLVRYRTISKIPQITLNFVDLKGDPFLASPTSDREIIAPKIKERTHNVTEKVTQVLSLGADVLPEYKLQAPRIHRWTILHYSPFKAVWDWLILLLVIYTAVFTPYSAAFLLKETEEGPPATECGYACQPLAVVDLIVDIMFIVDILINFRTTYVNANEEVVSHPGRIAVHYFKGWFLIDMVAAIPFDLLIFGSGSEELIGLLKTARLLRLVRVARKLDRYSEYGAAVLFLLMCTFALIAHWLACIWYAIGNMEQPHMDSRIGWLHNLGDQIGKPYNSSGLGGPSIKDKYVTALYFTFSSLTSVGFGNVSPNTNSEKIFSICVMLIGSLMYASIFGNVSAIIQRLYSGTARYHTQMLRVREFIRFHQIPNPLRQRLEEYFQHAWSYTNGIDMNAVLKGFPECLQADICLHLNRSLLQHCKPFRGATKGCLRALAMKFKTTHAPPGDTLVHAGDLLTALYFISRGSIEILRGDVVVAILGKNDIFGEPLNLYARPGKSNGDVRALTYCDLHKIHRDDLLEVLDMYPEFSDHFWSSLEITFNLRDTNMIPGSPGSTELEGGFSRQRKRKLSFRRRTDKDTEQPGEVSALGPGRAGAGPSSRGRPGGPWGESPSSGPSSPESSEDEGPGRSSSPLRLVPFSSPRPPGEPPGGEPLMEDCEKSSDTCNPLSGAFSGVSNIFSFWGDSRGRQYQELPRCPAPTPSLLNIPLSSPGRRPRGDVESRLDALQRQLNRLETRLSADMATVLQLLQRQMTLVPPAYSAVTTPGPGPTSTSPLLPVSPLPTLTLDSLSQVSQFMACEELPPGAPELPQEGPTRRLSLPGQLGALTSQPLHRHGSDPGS
# PolyA inh – polyadenylation inhibitors in yeast reporter cells, primary screen, luminescence, S. cerevisiae; S. cerevisiae SKY197-pL101 polyadenylation reporter, beta-gal luminescence; efflux-impaired pdr1/pdr3 knockout yeast; score 100 = 6 SD above DMSO; calls only at 12 µM; hit rate 0.02% among 300,000; AID 1875, 2009;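 active = lowest replicate activity score at least 50, where 100 means six control SD above control mean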;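 also: yeast exposed to compound for 9 h at 30 °C; higher score means more reporter readthrough which indicates perturbed polyadenylation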
# KCNK9 inh – KCNK9 potassium channel inhibitors, primary screen, HEK293 cells, thallium flux. FluxOR thallium flux fluorescence; active compounds read low. B-score at 10 µM. hit rate 1.2% among 310,000. AID 488922, 2010;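 active = ratio B-score over 3 SD below the library mean, with starting fluorescence within 5 SD of its mean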;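 also: negative B-score means less thallium flux so channel inhibition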
# KCNQ1 block – inhibitors of human KCNQ1 channel, primary screen, cell-based, thallium flux, high-throughput; B-score at 10 µM; Potassium voltage-gated channel subfamily KQT member 1 (Homo sapiens), P51787; AID 2642, 2010; hit rate 1.3% among 310,000; CHO-K1 KCNQ1, FluxOR thallium flux fluorescence; active compounds read high;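 active = compounds whose thallium flux B-score, printed positive for inhibition, exceeds three library SD while starting fluorescence stays within three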;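 also: channel opened by potassium depolarization with thallium stimulus after 20 min compound exposure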
# GSK3B inh – human GSK3beta kinase inhibitors, primary screen, biochemical, cell-free homogeneous, HTS. Glycogen synthase kinase-3 beta (Homo sapiens), P49841. GST-GSK3beta kinase, ADP-Glo luminescence, 60 min; active compounds read low. activity score (negative = inhibition), % at 10 µM. hit rate 0.038% among 300,000. AID 2097, 2009;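 active = more than half of replicate wells score below -50%, meaning over 50% inhibition versus plate controls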;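 also: 0% = median DMSO wells and -100% = median GW8510 positive control wells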
#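 Test system: GST-tagged human GSK3beta kinase, cell-free; evaluation: activity score scaled between in-plate DMSO and GW8510 controls; measured by: ADP-Glo luminescence; incubation: 60 min reaction, RT; benchmarks: DMSO and 20 µM GW8510; reagent: peptide substrate plus 25 µM ATP (final); medium: Tris/MgCl2 kinase buffer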
# Dyrk1A ADPGlo – rat Dyrk1A kinase inhibitors, primary screen, biochemical, single point, plate reader. Dual specificity tyrosine-phosphorylation-regulated kinase 1A (Rattus norvegicus), Q63470. ADP-Glo luminescence, NFATc1 peptide. inhibition, % at 12.5 µM. hit rate 0.43% among 310,000. AID 504441, 2011; in the data active = inhibition above about 50%;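 also: plate controls were vehicle with enzyme for no effect and no enzyme for full effect; many of its hits are not listed in these tables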
# KCNK3 inh – human KCNK3 channel inhibitors, primary screen, CHO cells, FluxOR thallium flux, B-score. Potassium channel subfamily K member 3 (Homo sapiens), O14649. FluxOR fluorescence; active compounds read low. B-score at 10 µM. hit rate 0.84% among 340,000. AID 602410, 2012;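 active = B-score under library mean minus 4 SD, starting fluorescence ratio at most library mean plus 5 SD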;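 also: more negative B-score means stronger inhibition of thallium flux through KCNK3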
# GSK3A inh – blockers of GSK3A enzyme activity – biochemical, luminescence, cell-free homogeneous, HTS, primary screen; Glycogen synthase kinase-3 alpha (Homo sapiens), P49840; GSK-3 alpha kinase, ADP-Glo luminescence, 60 min; inhibition, % at 10 µM; hit rate 0.1% among 320,000;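 in the data active = inhibition above about 50%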;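 also: GST-tagged GSK-3 alpha with peptide substrate and 25 µM ATP; 0% = DMSO neutral wells and 100% = GW8510 positive control wells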
# KCNQ1 pot – potentiators or activators of KCNQ1 channel, primary screen, cell-based, thallium flux, high-throughput | B-score at 10 µM | hit rate 0.35% among 310,000 | CHO-K1 KCNQ1, thallium flux FluxOR fluorescence; active compounds read high | Potassium voltage-gated channel subfamily KQT member 1 (Homo sapiens), P51787;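 active = fluorescence ratio B-score, a plate-corrected score, at least three library SD, with initial intensity B-score within 5 SD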
#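 Doses: Single concentration per compound, DMSO matched to controls | Test system: KCNQ1-transfected CHO-K1 cells | Timing: 90 min dye loading and 20 min compound exposure, both at room temperature | Measured by: Kinetic FluxOR thallium fluorescence, 10-s 1-Hz baseline, 110-s post-stimulus read | Medium: Assay buffer with matched DMSO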
# Starred values were filed as active, the others as inactive; i = inactive; x = no result given.
1	CCCNC(=O)Cc1c(OC)ccc2cc(Br)ccc12
2	CCS(=O)(=O)c1ccc2oc(Nc3cc(Cl)ccc3OC)nc2c1
3	O=C(Nc1ccc(-c2nc3ccccc3[nH]2)cc1)c1c(F)c(F)c(F)c(F)c1F
4	Cc1ccc2c(=O)oc(N(C)C)nc2c1
5	COc1cccc(NC(=O)CCN2CCN(C)CC2)c1

screen / no.	1	2	3	4	5
RGS4 inh	i	i	i	i	i
RGS4 act	i	i	i	i	i
hERG rescue	-1.2	-10.2	-1.0	-10.9	1.7
PolyA inh	i	i	i	i	i
KCNK9 inh	i	i	i	i	i
KCNQ1 block	i	i	i	i	i
GSK3B inh	-0.4	3.1	-1.3	4.9	0.1
Dyrk1A ADPGlo	0.8	-5.0	1.7	-1.9	1.7
KCNK3 inh	i	i	i	i	i
GSK3A inh	2.3	0.4	0.2	-0.9	-1.5
KCNQ1 pot	i	i	i	i	i

6	Cc1ccc(NC(=O)CCC(=O)c2cc(C)sc2C)nc1
7	COC(=O)c1cc2n(n1)CCN(Cc1ccccc1F)C2=O
8	CC(C)=C1SC(N2CCN(c3ccc(C)c(Cl)c3)CC2)=NC1=O
9	CC(=O)C1=C(C)NC(SCC(=O)c2ccc(F)cc2)=C(C#N)C1CC(C)C (stereo not given)
10	COc1ccc(OC)c(C(=O)/C=C/c2cccnc2)c1

screen / no.	6	7	8	9	10
RGS4 inh	i	i	i	i	i
RGS4 act	i	i	i	i	i
hERG rescue	-9.3	-1.6	-1.5	-7.6	-3.3
PolyA inh	i	x	i	i	i
KCNK9 inh	i	i	i	i	i
KCNQ1 block	i	i	i	i	i
GSK3B inh	5.6	3.4	-4.5	2.4	-1.4
Dyrk1A ADPGlo	11.2	0.0	x	1.5	14.2
KCNK3 inh	i	i	i	i	i
GSK3A inh	x	5.9	3.9	1.4	0.4
KCNQ1 pot	i	i	i	i	i

# Retrieved by structure from the entries so far (6):
7	COC(=O)c1cc2n(n1)CCN(Cc1ccccc1F)C2=O
3	O=C(Nc1ccc(-c2nc3ccccc3[nH]2)cc1)c1c(F)c(F)c(F)c(F)c1F
10	COc1ccc(OC)c(C(=O)/C=C/c2cccnc2)c1
9	CC(=O)C1=C(C)NC(SCC(=O)c2ccc(F)cc2)=C(C#N)C1CC(C)C (stereo not given)
1	CCCNC(=O)Cc1c(OC)ccc2cc(Br)ccc12
5	COc1cccc(NC(=O)CCN2CCN(C)CC2)c1

screen / no.	7	3	10	9	1	5
RGS4 inh	i	i	i	i	i	i
RGS4 act	i	i	i	i	i	i
hERG rescue	-1.6	-1.0	-3.3	-7.6	-1.2	1.7
PolyA inh	x	i	i	i	i	i
KCNK9 inh	i	i	i	i	i	i
KCNQ1 block	i	i	i	i	i	i
GSK3B inh	3.4	-1.3	-1.4	2.4	-0.4	0.1
Dyrk1A ADPGlo	0.0	1.7	14.2	1.5	0.8	1.7
KCNK3 inh	i	i	i	i	i	i
GSK3A inh	5.9	0.2	0.4	1.4	2.3	-1.5
KCNQ1 pot	i	i	i	i	i	i

# (listing goes on)
11	Cc1ccc(NC2c3ncccc3C(=O)N2Cc2ccco2)c(C)c1 (stereo not given)
12	Cc1ccc(Sc2c(C)[nH]n(C(C)(C)C)c2=O)cc1
13	O=C(c1cc2nc(-c3ccc(Cl)cc3)cc(C(F)(F)F)n2n1)N1CCOCC1
14	CCOC(=O)c1cc2c(=O)n3ccccc3nc2n(C(C)C)c1=NC(=O)c1c(-c2ccccc2Cl)noc1C
15	O=C(NC(O)C(=O)c1ccccc1)c1cccs1 (stereo not given)

screen / no.	11	12	13	14	15
RGS4 inh	i	i	i	i	i
RGS4 act	i	i	i	i	i
hERG rescue	-9.1	-7.9	46.3*	-10.9	-5.0
PolyA inh	i	i	i	i	i
KCNK9 inh	i	i	i	i	i
KCNQ1 block	i	i	i	i	i
GSK3B inh	2.3	-1.0	-0.9	1.8	7.1
Dyrk1A ADPGlo	4.4	0.6	1.8	-3.3	-17.4
KCNK3 inh	i	i	i	i	i
GSK3A inh	2.2	-0.6	-1.0	-7.1	-2.3
KCNQ1 pot	i	i	i	i	i

16	CCOC(=O)C1CCN(C(=O)c2ccccc2NC(=O)c2ccc(Br)cc2)CC1
17	COc1cccc(NC(=O)CCN2C(=O)c3ccccc3Sc3ncccc32)c1
18	COC(=O)c1ccccc1NC(=O)c1cnc2sccn2c1=O
19	CC[n+]1c(C)cc(C)n1-c1ccccc1
20	O=C(NCc1ccc2c(c1)OCO2)c1ccc2c(c1)OCCO2
21	O=c1cc(CN2CCN(c3cccc(Cl)c3)CC2)c2cc(O)c(-c3ccccc3)cc2o1
22	CN(Cc1ccccc1)C(=C(Cl)Cl)C(=C1NCCN1)[N+](=O)[O-]
23	O=S(=O)(c1ccc2ccccc2c1)N1CCN(S(=O)(=O)N2CCOCC2)CC1

screen / no.	16	17	18	19	20	21	22	23
RGS4 inh	i	i	i	i	i	i	i	i
RGS4 act	i	i	i	i	i	i	i	i
hERG rescue	-7.2	-4.8	-9.1	-1.5	-7.3	-1.5	-3.3	-11.1
PolyA inh	i	i	i	i	i	i	i	i
KCNK9 inh	i	i	i	i	i	i	i	i
KCNQ1 block	i	i	i	i	i	i	i	i
GSK3B inh	3.0	-5.0	-1.0	0.0	-1.5	-0.9	2.4	3.0
Dyrk1A ADPGlo	1.4	-9.0	-3.8	3.7	-7.0	0.8	0.9	7.5
KCNK3 inh	i	i	i	i	i	i	i	i
GSK3A inh	-2.5	-1.0	1.9	-2.2	-2.6	-4.8	-0.9	0.6
KCNQ1 pot	i	i	i	i	i	i	i	i

# Compound activity deposited in PubChem BioAssay by several laboratories.

# The list is partial (hit frequency here may not be typical).
